Mtb BioA inh – M. tuberculosis BioA enzyme inhibitors, primary screen, biochemical, plate reader, single point, HTS; purified M. tuberculosis BioA enzyme; hit rate 0.096% among 360,000; inhibition, % at 9.99 µM; in the data active means inhibition above about 40%
The depositor's hits bear a star.

SMILES	Mtb BioA inh
C[C@@H]1CCCCO[C@@H](CN(C)S(=O)(=O)c2cccs2)[C@H](C)CN([C@@H](C)CO)C(=O)c2cc(NC(=O)NC3CCCCC3)ccc2O1	-4.9
COc1ccc(NC(=O)Nc2cccc3c2O[C@@H](CN(C)C(=O)NC2CCCCC2)[C@@H](C)CN([C@H](C)CO)C3=O)cc1	-0.3
O=C(C[C@@H]1CC[C@H]2[C@@H](COC[C@@H](O)CN2Cc2ccc3c(c2)OCO3)O1)N1CCCCC1	-2.3
Cc1ccc(-c2ccc([C@@H]3[C@H](CO)N4CCCCN(S(=O)(=O)c5cccc(C)c5)C[C@@H]34)cc2)cc1	-3.6
C[C@@H]1CN([C@H](C)CO)C(=O)c2cc(NC(=O)Nc3ccc(C(F)(F)F)cc3)ccc2O[C@@H]1CN(C)C(=O)NC1CCCCC1	-2.2
COc1ccc(NC(=O)N2C[C@@H](O)COC[C@@H]3O[C@H](CC(=O)NC4Cc5ccccc5C4)CC[C@H]32)cc1	-0.5
C[C@H](CO)N1C[C@H](C)[C@H](CN(C)S(=O)(=O)c2cccs2)Oc2c(NC(=O)C3CCOCC3)cccc2C1=O	0.3
COc1ccc(NC(=O)Nc2ccc3c(c2)C(=O)N([C@@H](C)CO)C[C@@H](C)[C@H](CN(C)C(=O)Nc2c(C)noc2C)O3)cc1	2.5
COc1cccc(-c2ccc3n(c2=O)C[C@@H]2[C@@H](CO)[C@H](C(=O)NC4CCC4)N(S(C)(=O)=O)[C@H]32)c1	-2.6
C[C@@H]1CCCCO[C@@H](CN(C)S(=O)(=O)c2cn(C)cn2)[C@H](C)CN([C@H](C)CO)C(=O)c2cc(NS(C)(=O)=O)ccc2O1	2.8
C[C@H]1CN([C@@H](C)CO)C(=O)c2cccc(NC(=O)c3ccncc3)c2O[C@@H]1CN(C)C	5.7
C[C@@H]1CN([C@@H](C)CO)C(=O)c2cc(-c3ccncc3)cnc2O[C@H]1CN(C)C(=O)c1ccccc1F	2.4
C[C@@H]1CN([C@H](C)CO)C(=O)c2cc(NC(=O)C3CCCCC3)ccc2O[C@@H](C)CCCCO[C@@H]1CN(C)CC1CCCCC1	-1.4
O=C(Cc1ccccn1)N[C@H]1CC[C@@H](CCn2cc(-c3ccccc3)nn2)O[C@@H]1CO	-0.7
CCNC(=O)C[C@H]1CC[C@@H](NS(=O)(=O)c2ccc(C)cc2)[C@H](CO)O1	0.0
Cc1cccc(-c2ccc([C@@H]3[C@@H](CO)N4CCCCN(Cc5cncnc5)C[C@@H]34)cc2)c1	-2.4
C[C@@H]1CCCCO[C@@H](CN(C)S(=O)(=O)c2ccc(Cl)cc2)[C@H](C)CN([C@H](C)CO)C(=O)c2cc(N(C)C)ccc2O1	1.5
O=C(O)C[C@H]1C[C@@H]2c3cc(NC(=O)Nc4ccccc4)ccc3O[C@@H]2[C@@H](CO)O1	-1.0
CN(C)C(=O)c1ccc(-c2ccc3c(c2)[C@H]2[C@H](CCN2C(=O)c2ccccc2)[C@@H](CO)N3)cc1	2.6
CC(=O)N(C)C[C@@H]1Oc2cc(-c3cccc(C#N)c3)ccc2S(=O)(=O)N([C@@H](C)CO)C[C@H]1C	-1.6
O=C(C[C@@H]1C[C@H]2c3cc(NC(=O)CC4CC4)ccc3O[C@H]2[C@H](CO)O1)NCC1CC1	0.0
Cc1cc(C(=O)Nc2cccc3c2O[C@H](CN(C)S(=O)(=O)c2ccc(F)cc2)[C@@H](C)CN([C@@H](C)CO)C3=O)n(C)n1	-0.2
C[C@@H]1CN([C@H](C)CO)C(=O)c2cc(C#Cc3ccccn3)cnc2O[C@@H]1CN(C)Cc1ccncc1	-3.6
C[C@H]1CCCCO[C@@H](CN(C)Cc2ccccc2)[C@@H](C)CN([C@@H](C)CO)C(=O)c2cc(NS(=O)(=O)c3ccc(F)cc3)ccc2O1	2.4
C[C@H](CO)N1C[C@H](C)[C@H](CN(C)Cc2ccc(C(F)(F)F)cc2)Oc2ccc(NC(=O)Nc3ccc(C(F)(F)F)cc3)cc2CC1=O	2.6
O=C(C[C@H]1CC[C@H](NC(=O)c2ccccc2)[C@@H](CO)O1)NCCc1ccncc1	-2.6
CCCNC(=O)N(C)C[C@H]1Oc2ncc(-c3ccccc3F)cc2C(=O)N([C@@H](C)CO)C[C@@H]1C	0.6
CO[C@H]1CN(C)C(=O)c2ccc(NS(C)(=O)=O)cc2OC[C@H](C)N(C(=O)CN(C)C)C[C@H]1C	-0.4
Cc1noc(C)c1NC(=O)N[C@H]1CC[C@H](CC(=O)Nc2ccc(-c3ccccc3)cc2)O[C@@H]1CO	0.8
C[C@H](CO)N1C[C@H](C)[C@@H](CN(C)C(=O)Nc2ccc(C(F)(F)F)cc2)OCCCC[C@H](C)Oc2ccc(NS(=O)(=O)c3cccs3)cc2C1=O	-5.2

Reformatted field by field: part of the list above
Cc1cc(C(=O)Nc2cccc3c2O[C@H](CN(C)S(=O)(=O)c2ccc(F)cc2)[C@@H](C)CN([C@@H](C)CO)C3=O)n(C)n1
  Mtb BioA inh = -0.2

CN(C)C(=O)c1ccc(-c2ccc3c(c2)[C@H]2[C@H](CCN2C(=O)c2ccccc2)[C@@H](CO)N3)cc1
  Mtb BioA inh = 2.6

C[C@H](CO)N1C[C@H](C)[C@H](CN(C)Cc2ccc(C(F)(F)F)cc2)Oc2ccc(NC(=O)Nc3ccc(C(F)(F)F)cc3)cc2CC1=O
  Mtb BioA inh = 2.6

CC(=O)N(C)C[C@@H]1Oc2cc(-c3cccc(C#N)c3)ccc2S(=O)(=O)N([C@@H](C)CO)C[C@H]1C
  Mtb BioA inh = -1.6

New compounds follow
SMILES	Mtb BioA inh
C[C@H](CO)N1C[C@H](C)[C@H](CN(C)CC2CC2)Oc2c(NS(C)(=O)=O)cccc2C1=O	-1.9
C[C@@H]1CCCCO[C@H](CN(C)C(=O)C2CCCCC2)[C@@H](C)CN([C@H](C)CO)C(=O)c2cc(NC(=O)c3ccncc3)ccc2O1	2.3
CCCC(=O)Nc1ccc2c(c1)C(=O)N(C)[C@@H]1CC[C@H](CC(=O)NCCCN(C)C)O[C@H]1CO2	-0.6
COc1ccccc1S(=O)(=O)N[C@H]1CC[C@@H](CC(=O)N2CCN(C)CC2)O[C@H]1CO	0.1
COc1ccc(NC(=O)Nc2cccc3c2O[C@@H](CN(C)Cc2ccc(C(F)(F)F)cc2)[C@@H](C)CN([C@H](C)CO)C3=O)cc1	-3.0
C[C@@H](NC(=O)C[C@@H]1C=C[C@H](NC(=O)C2CCOCC2)[C@@H](CO)O1)c1ccccc1	1.5
CNC[C@H]1OCCCC[C@@H](C)Oc2ccc(NC(=O)Nc3ccc(F)cc3)cc2C(=O)N([C@@H](C)CO)C[C@H]1C	18
Cc1noc(C)c1NC(=O)N(C)C[C@@H]1Oc2ccc(NC(=O)Cc3cn(C)c4ccccc34)cc2C(=O)N([C@H](C)CO)C[C@H]1C	-1.7
O=C(C[C@@H]1CC[C@@H]2[C@H](COC[C@@H](O)CN2C(=O)c2ccccc2F)O1)N1CCCCC1	-1.7
COC(=O)[C@@H]1[C@@H](CO)[C@@H]2Cn3c(ccc(-c4ccccc4F)c3=O)[C@@H]2N1Cc1ccncc1	-1.7
C[C@H](CO)N1C[C@H](C)[C@H](CN(C)C(=O)CCC(F)(F)F)OCCCC[C@H](C)Oc2ccc(NC(=O)c3ccccc3)cc2C1=O	0.2
CCC(=O)N1C[C@H](C)[C@@H](OC)CN(C)C(=O)c2cc(NC(=O)Nc3cccc(F)c3)ccc2OC[C@H]1C	0.9
CN(C)Cc1cn(CC[C@@H]2CC[C@@H](NS(=O)(=O)c3ccccc3)[C@@H](CO)O2)nn1	1.1
COc1ccc(NC(=O)N(C)C[C@H]2Oc3ccc(NC(=O)CCN4CCOCC4)cc3CC(=O)N([C@@H](C)CO)C[C@@H]2C)cc1	-0.4
C[C@@H]1CN([C@H](C)CO)C(=O)CCCn2nncc2CO[C@H]1CN(C)Cc1ccc2c(c1)OCCN2C	-1.3

Exported in CSV form: three of the compounds above
Structure,Mtb BioA inh
COc1ccccc1S(=O)(=O)N[C@H]1CC[C@@H](CC(=O)N2CCN(C)CC2)O[C@H]1CO,0.1
COc1ccc(NC(=O)Nc2cccc3c2O[C@@H](CN(C)Cc2ccc(C(F)(F)F)cc2)[C@@H](C)CN([C@H](C)CO)C3=O)cc1,-3.0
C[C@@H](NC(=O)C[C@@H]1C=C[C@H](NC(=O)C2CCOCC2)[C@@H](CO)O1)c1ccccc1,1.5

Next section:
SMILES	Mtb BioA inh
O=C(NCC[C@@H]1CC[C@H](NS(=O)(=O)c2ccccc2)[C@H](CO)O1)c1cc(Cl)cc(Cl)c1	-2.6
CC(C)NC(=O)N1CCCCN2[C@H](CO)[C@H](c3ccc(C#CC4CC4)cc3)[C@@H]2C1	-0.6
CC(=O)N1[C@@H](CO)[C@@H]2c3ccccc3N(S(=O)(=O)c3ccc(F)cc3)C[C@@H]21	1.9
CN1CCN(C(=O)C[C@@H]2C[C@H]3c4cc(NC(=O)Nc5ccc(C(F)(F)F)cc5)ccc4O[C@H]3[C@H](CO)O2)CC1	1.3
COc1ccc(-c2ccc3c(c2)[C@@H]2[C@@H](CCN2C(=O)Cc2ccccn2)[C@@H](CO)N3C)cc1	2.8
O=C(Nc1nccs1)[C@H]1[C@H](CO)[C@H]2Cn3c(ccc(-c4cncnc4)c3=O)[C@H]2N1CC1CCCC1	1.0
CO[C@H]1CN(C)C(=O)c2ccc(NC(=O)Cc3ccccc3)cc2OC[C@@H](C)N(CC2CC2)C[C@@H]1C	1.1
COc1cccc(C#Cc2cnc3c(c2)C(=O)N([C@@H](C)CO)C[C@@H](C)[C@@H](CN(C)C(=O)C2CCC2)O3)c1	-0.9
O=C(C[C@H]1CC[C@H]2[C@@H](COC[C@@H](O)CN2C(=O)c2ccccc2)O1)N1CCOCC1	-0.9
COc1ccc(NC(=O)Nc2cccc3c2O[C@@H](CN(C)S(=O)(=O)c2ccc(Cl)cc2)[C@@H](C)CN([C@@H](C)CO)C3=O)cc1	-1.1
COc1ccccc1S(=O)(=O)N(C)C[C@H]1Oc2cc(C#CCC(C)C)ccc2S(=O)(=O)N([C@@H](C)CO)C[C@@H]1C	2.0
CN(C)CCCNC(=O)[C@H]1[C@H](CO)[C@H]2Cn3c(ccc(-c4ccncc4)c3=O)[C@@H]1N2C(=O)CC1CC1	0.4
C[C@H](CO)N1C[C@H](C)[C@@H](CN(C)S(=O)(=O)c2cn(C)cn2)Oc2ccc(NC(=O)Nc3ccccc3)cc2CC1=O	-1.9
CN(C)C(=O)C[C@@H]1CC[C@H]2[C@H](COc3ccc(NC(=O)c4ccc(F)c(F)c4)cc3C(=O)N2C)O1	-0.2
C[C@H](CO)N1C[C@H](C)[C@H](CN(C)C(=O)Nc2ccccc2)Oc2c(NS(=O)(=O)c3ccccc3)cccc2C1=O	-1.9
C[C@@H]1CN([C@H](C)CO)C(=O)c2cc(C#CCc3ccccc3)cnc2O[C@@H]1CN(C)C(=O)C1CC1	1.4
C[C@@H]1CN([C@H](C)CO)C(=O)c2cc(-c3cccc(F)c3)cnc2O[C@H]1CN(C)CC1CCCC1	-1.1
O=C(N[C@@H]1CC[C@@H](CCNS(=O)(=O)c2ccccc2Cl)O[C@@H]1CO)c1ccc(F)cc1	-1.0
C[C@@H]1CN([C@@H](C)CO)C(=O)c2cc(C#CC3CC3)cnc2O[C@H]1CN(C)C(=O)Nc1ccccc1	1.7
O=S(=O)(NC[C@H]1[C@@H](c2ccccc2)[C@@H](CO)N1CC1CC1)c1ccccc1	-1.7
O=C(Nc1ccc(Cl)cc1)N[C@@H]1CC[C@@H](CCNS(=O)(=O)c2ccccc2F)O[C@@H]1CO	0.4
COc1cccc(S(=O)(=O)N[C@@H]2CC[C@H](CC(=O)NCc3ccccc3)O[C@H]2CO)c1	-1.4
COc1ccccc1CNC(=O)C[C@@H]1C[C@H]2c3cc(NC(=O)c4cccnc4)ccc3O[C@H]2[C@@H](CO)O1	9.8
Cc1ccc(S(=O)(=O)Nc2cccc3c2O[C@@H](CN(C)Cc2ccc(C(=O)O)cc2)[C@@H](C)CN([C@@H](C)CO)C3=O)cc1	3.3
CCCNC(=O)N[C@H]1CC[C@H](CCNS(=O)(=O)c2cccc(F)c2)O[C@H]1CO	3.2
O=C(NCC(F)(F)F)[C@@H]1[C@@H](CO)[C@@H]2Cn3c(cccc3=O)[C@@H]2N1C(=O)C1CC1	-2.9
C[C@@H]1CN([C@H](C)CO)C(=O)c2cccc(NS(=O)(=O)c3ccc(F)cc3)c2O[C@@H]1CN(C)S(=O)(=O)c1ccc(F)cc1	-4.1
C[C@@H]1CN([C@@H](C)CO)S(=O)(=O)c2ccc(C#CC(C)(C)O)cc2O[C@H]1CN(C)Cc1ccc(F)cc1	-0.7
O=C(C[C@H]1CC[C@H]2[C@@H](COC[C@H](O)CN2CC2CC2)O1)NCC1CC1	0.3
C[C@@H]1CN([C@H](C)CO)C(=O)c2cc(NS(=O)(=O)c3cn(C)cn3)ccc2O[C@H]1CN(C)C(=O)Nc1cccc2ccccc12	-1.8
COc1ccc(S(=O)(=O)N(C)C[C@@H]2Oc3ccc(NC(=O)CCC(F)(F)F)cc3CC(=O)N([C@H](C)CO)C[C@H]2C)cc1	-2.9
O=C(C[C@@H]1C=C[C@H](NS(=O)(=O)c2ccc(F)cc2)[C@@H](CO)O1)NC1CCC1	-0.6
O=C(C[C@@H]1C=C[C@H](NC(=O)c2ccncc2)[C@H](CO)O1)NCC1CCCCC1	-3.8
C[C@@H]1CN([C@@H](C)CO)C(=O)c2cc(NC(=O)CCN3CCOCC3)ccc2O[C@@H]1CN(C)S(=O)(=O)c1cn(C)cn1	-1.8
Cc1ccc(S(=O)(=O)Nc2ccc3c(c2)C(=O)N([C@H](C)CO)C[C@H](C)[C@H](CN(C)Cc2ccc(Cl)c(Cl)c2)OCCCC[C@@H](C)O3)cc1	-0.8
C[C@H](CO)N1C[C@H](C)[C@H](CN(C)Cc2ccccc2)Oc2ccc(NS(=O)(=O)c3cccs3)cc2C1=O	-2.9

Not all compounds are listed; count on the stated rates, not on these rows.
